High-throughput results: PubChem BioAssay, National Center for Advancing Translational Sciences (NCATS)
EPAC1 antag = antagonists of human EPAC1. O95398. EPAC1 GEF assay, Rap1b-BODIPY-GDP exchange fluorescence. Potency, µM (titrated, usually from 115 µM), without a hit: at the top dose activity change, negative = inhibition, hits mostly inhibitors. 360,000 tested, 0.14% active;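 further: plate controls were vehicle for no effect and positive control for full effect; nearly all actives have a fitted effect of over 50% in size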
PTHR1 agonist = agonists of human PTHR1 parathyroid hormone receptor. 410,000 tested, 0.075% active. Potency, µM (series often up to 115 µM), for the others: at the top dose activation, most hits filed as activators. HEK293 GP2 PTHR1 cells, GloSensor cAMP luminescence, 1 h. AID 743266; further: nearly all actives have a fitted effect of over 55% in size; some results filed as inactive show a strong effect at the top dose; inactives centre near -15; many of its hits are not listed in these tables
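HEK-293-derived GP2 cells expressing PTHR1 and a GloSensor cAMP reporter, 3,000/well, plated overnight, given luciferin plus IBMX (each 0.5 mM as added) for 1 h at 37 °C, then compound for 1 h at 37 °C. Luminescence was read after 15 min at room temperature.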
EPAC1 ag = agonists of human EPAC1 | EPAC1 agonist qHTS, biochemical assay; response scale: 100% = response to 6.5 mM cAMP | Potency, µM (top dose mostly 154 µM), inactives show at the top dose activation, actives largely listed as activators | 360,000 tested, 0.073% active; further: nearly all actives have a fitted effect of over 60% in size
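Nucleotide exchange by EPAC1 (100 nM) on Rap1B–BODIPY-GDP (250 nM) in the presence of 50 uM GDP is tracked fluorescently at 480/540 nm over 30 min. Signals are normalized to a 6.5 mM cAMP control.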
aSyn yeast inh = rescues yeast growth from alpha-synuclein toxicity | Potency, µM (highest dose often 46.1 µM), for inactives: top-dose growth rescue (activation), most hits filed as activators | AID 652106 | Yeast expressing alpha-synuclein, growth rescue, BacTiter-Glo, 24 h | 370,000 tested, 0.14% active; further: % of control where 0% means no effect; nearly all actives have a fitted effect of over 65% in size
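Rescue of yeast growth: cells expressing toxic alpha-synuclein, induced in galactose at OD600 0.02, incubated with compound 24 h at 30 C. ATP luminescence quantified growth; inhibitors of toxicity appear as activators.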
FUS yeast rescue = suppressors of FUS proteinopathy in yeast; S. cerevisiae FUS-expressing, growth rescue, OD600, 24 h; Potency, µM (doses to about 76.6 µM), for the others: at the highest dose growth rescue (activation), most hits filed as activators; 390,000 tested, 0.24% active;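 further: plate controls were DMSO vehicle for no effect and reference control for full effect; nearly all actives have a fitted effect of over 55% in size; some results filed as inactive show a strong effect at the top dose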
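Restored growth of FUS-toxic S. cerevisiae, read as 600 nm absorbance after 24 h at 30C in galactose medium (starting OD 0.005). Controls CP55940 and DMSO.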
EPAC2 antag = antagonists of human EPAC2 | Q8WZA2 | EPAC2 GEF exchange of Rap1B-BODIPY-GDP, fluorescence | Potency, µM (series often up to 114 µM), for inactives: top-dose activity, negative = inhibition, actives largely listed as inhibitors | 360,000 tested, 0.18% active | AID 720708; further: on the % scale 0 is the no-effect control and ±100 the full control effect; nearly all actives have a fitted effect of over 45% in size; many of its hits are not listed in these tables
Target sequence (Q8WZA2 whole entry, looked up): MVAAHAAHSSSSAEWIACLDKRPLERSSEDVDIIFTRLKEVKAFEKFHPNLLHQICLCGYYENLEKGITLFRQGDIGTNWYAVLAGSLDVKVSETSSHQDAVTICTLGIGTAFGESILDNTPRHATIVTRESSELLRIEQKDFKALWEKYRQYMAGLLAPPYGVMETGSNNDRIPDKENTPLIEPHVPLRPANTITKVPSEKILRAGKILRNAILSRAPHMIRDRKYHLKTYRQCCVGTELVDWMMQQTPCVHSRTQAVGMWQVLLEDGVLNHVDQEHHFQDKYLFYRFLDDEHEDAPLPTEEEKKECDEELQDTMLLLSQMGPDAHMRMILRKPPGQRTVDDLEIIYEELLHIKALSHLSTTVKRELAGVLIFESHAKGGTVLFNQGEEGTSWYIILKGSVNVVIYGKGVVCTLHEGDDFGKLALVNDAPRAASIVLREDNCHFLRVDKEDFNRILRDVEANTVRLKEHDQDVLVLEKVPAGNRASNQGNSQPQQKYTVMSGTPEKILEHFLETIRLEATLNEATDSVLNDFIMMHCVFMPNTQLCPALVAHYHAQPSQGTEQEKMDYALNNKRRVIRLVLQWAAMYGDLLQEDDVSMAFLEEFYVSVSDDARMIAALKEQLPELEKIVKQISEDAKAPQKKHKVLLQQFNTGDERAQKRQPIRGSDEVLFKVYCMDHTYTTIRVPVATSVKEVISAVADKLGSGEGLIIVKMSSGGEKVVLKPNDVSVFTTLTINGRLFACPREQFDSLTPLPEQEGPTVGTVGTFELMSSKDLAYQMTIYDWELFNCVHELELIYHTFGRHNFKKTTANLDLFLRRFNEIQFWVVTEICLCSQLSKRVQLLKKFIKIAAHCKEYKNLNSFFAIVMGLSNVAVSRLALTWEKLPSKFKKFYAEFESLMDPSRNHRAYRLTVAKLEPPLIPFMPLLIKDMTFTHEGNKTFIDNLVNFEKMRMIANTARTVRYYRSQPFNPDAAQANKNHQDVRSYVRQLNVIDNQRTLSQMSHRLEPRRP
EPAC2 ag = EPAC2 (human) agonism; 360,000 tested, 0.079% active; Q8WZA2; Potency, µM (highest dose often 154 µM), inactives show top-dose activation, actives largely listed as activators; EPAC2 activation, biochemical qHTS; response scale: 100% = 6.5 mM cAMP response; AID 720711; further: nearly all actives have a fitted effect of over 50% in size
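Each well held 100 nM EPAC2, 250 nM RAP1B-BODIPY-GDP and 50 uM GDP. Fluorescence, read at 5-min intervals to 30 min, was referenced to a 6.5 mM cAMP positive control.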
TDP43 rescue = rescues yeast growth from TDP-43 toxicity; TDP-43 expressing yeast growth rescue, BacTiter-Glo, 24 h; Potency, µM (doses to about 46.1 µM), without a hit: at the highest dose growth rescue (activation), hits mostly activators; 410,000 tested, 1.8% active; further: % of control where 0% means no effect; nearly all actives have a fitted effect of over 50% in size
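Cell-based yeast growth screen: TDP-43 expression induced in galactose, inoculum OD600=0.02 after raffinose pregrowth to mid-log. Read-out BacTiter-Glo luminescence at 24 hr, 30 deg C; inhibition of toxicity seen as signal increase.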
Starred values were filed as active, the others as inactive; i = inactive; u = inconclusive; x = no result given; & = joins results of further samples; [ ] = another dose, or the depositor's remark. The call rests on the fitted dose curve; in most records, active means well fitted curve in the direction sought with a large enough effect; inconclusive means small, poorly fitted or top-dose-only effect, or another doubt; inactive means no such curve, though single readings can be large; an effect the other way counts as inactive or inconclusive. Potency means the concentration at half of the fitted maximal effect. These rows are one share of the data. The share of hits here may be higher or lower than overall.

| SMILES | EPAC1 antag | PTHR1 agonist | EPAC1 ag | aSyn yeast inh | FUS yeast rescue | EPAC2 antag | EPAC2 ag | TDP43 rescue |
| --- | --- | --- | --- | --- | --- | --- | --- | --- |
| Clc1cc(Cl)c(OCCCCn2cncn2)c(Cl)c1 | u | -34%[inhibitor] | -4% | 9% | -5% | -16% | 5% | 5% |
| CCC(=O)N(CCC(c1ccco1)c1ccccc1OC)Cc1cccs1 (centres undefined) | -18% | 0% | 0% | x | 30% | -25% | 11% | 14% |
| CCN(CC)c1ccc(S(=O)(=O)Nc2cc(Cl)ccc2Cl)cc1NC(=S)NC(=O)C1CCCC1 | -19% | i | 12% | 5% | 20% | -5% | -6% | 9% |
| O=C(COC(=O)COc1ccc(Cl)cc1Br)NC1CCCCCC1 | -23% | -18% | 12% | 7% | -11% | -13% | 8% | 14% |
| Cc1ccc(-c2nn(-c3ccccc3)cc2/C=N/O)cc1 | -27% | -9% | 12% | 9% | 5% | -16% | 25% | -7% |
| O=C(c1cc2ccccc2o1)c1nc2c(n1O)CCCCC2 | 12% | -5%[57.5 µM] | -4% | -13% | 17% | 5% | -14% | -19% |
| CCOCCCNC(=S)Nc1cc(C)cc(C)c1 | -3% | i | -11% | 2% | 5% | 9% | -16% | 10% |
| O=C(CCNS(=O)(=O)c1ccccc1C(F)(F)F)N1CCN(c2ccccc2O)CC1 | 10% | i | 1% | -1% | 24% | -5% | 2% | -11% |
| CCCCCC(=O)N1C[C@@H](O)[C@H](n2cc(C3CC3)nn2)C[C@@H]1c1ccc(C)cc1 | 5% | -5% | -10% | 3% | 2% | 4% | -8% | u |
| Cc1cccc(NC(=O)CSc2nc3ccccc3o2)c1 | -2% | -24% | -7% | -4% | -2% | 0% | 12% | u |
| O=C(Oc1ccccc1)N1CCOCC1 | -10% | i | 12% | -2% | -23% | 0% | -1% | -20% |
| COc1ccc(-c2noc3c2-c2nc(-c4cccc(C)c4)sc2CC3)cc1 | -19% | -7% | -3% | 15% | -25% | 20% | 6% | 13% |
| O=C(CCC1CCN(C(=O)C2CC=CCC2)CC1)Nc1ccccc1 (centres undefined) | -10% | -30% | -6% | -8% | -27% | -8% | 5% | 7% |
| CNCc1c(OCc2ccccc2F)ccc2ccccc12 | 0% | -70%[inhibitor] | -4% | -2% | 18% | 16% | 13% | 0% |
| O=C(O)c1cccc(CSc2nnc(-c3ccc(Cl)cc3)o2)c1 | 6% | -16% | -8% | 9% | 0% | -11% | 1% | 10% |
| CS(=O)(=O)c1ccc(Cl)c(NC(=O)COC(=O)c2ccc(S(=O)(=O)N3CCCC3)cc2)c1 | 3% | -20% | 7% | 0% | -20% | 16% | 4% | 14% |
| CC(=O)c1ccc(S(=O)(=O)N2CCCC(N(C)CCc3ccccc3)C2)cc1 (centres undefined) | 19% | -10% | -14% | 10% | 15% | 7% | 0% | -14% |
| CCOc1ccccc1/C=C(/C#N)C(N)=O | 3% | i | -7% | -1% | -30% | 1% | 2% | -4% |
| Cc1n[nH]c(=O)nc1N1CCN(c2ccccc2)CC1 | -5% | i | 14% | -2% | -6% | 4% | 18% | 7% |
| COC(=O)CSc1nccc(-c2ccc(F)cc2)c1C#N | -13% | i | 10% | 3% | 6% | -17% | 19% | 22% |
| COc1ccc(N2CCN(C(=O)COC(=O)CCOc3cc(C)ccc3C)CC2)cc1 | 8% | i | -11% | -2% | 0% | 20% | 8% | 23% |
| C=CCN1c2ccccc2[C@]23C[C@@H](C(=O)OC)N(C(=O)c4ccco4)C2=NC(C(=O)OC)=C(C(=O)OC)[C@H]13 | 0% | -8% | 3% | -3% | 9% | -17% | 7% | 2% |
| CCOC(=O)/C(C#N)=C1/SC(CC)C(=O)N1c1ccc(Br)cc1 (centres undefined) | 10% | -11%[57.5 µM] | 6% | 1% | u | 7% | 9% | -14% |
| CC1CCN(C(=O)CCc2ccc(S(=O)(=O)NC(C)C)cc2)CC1 | 9% | i | 10% | 5% | -1% | 3% | 13% | -15% |
| CCCCCn1cnnc1SCC(=O)c1c(N)n(C2CC2)c(=O)[nH]c1=O | 7% | i | 6% | 1% | -12% | -4% | 1% | 19% |
| CCOc1ncccc1C(=O)OCC(=O)Nc1cccc(S(=O)(=O)N2CCCCCC2)c1 | u | -20% | 17% | 17% | x | -20% | 24% | 10% |
| CCC(C)Sc1nnc(CNS(=O)(=O)c2ccc(F)cc2)n1C (centres undefined) | 14% | i | -5% | -8% | 16% | 7% | 6% | 3% |
| CCCCn1c(=O)c(CCC(=O)OCC(=O)Nc2cc(Cl)ccc2OC)nc2ccccc21 | -7% | -25% | -3% | -6% | 11% | 15% | -3% | 2% |
| CC1CCN(C(=O)c2[nH]cnc2C(=O)Nc2ccccc2)CC1 | -2% | -23% | 4% | 9% | 18% | -1% | -9% | 30% |
| Cc1cc(C(=O)CSc2nnnn2-c2ccc(O)cc2)c(C)n1Cc1ccc2c(c1)OCO2 | 3% | -7%[57.5 µM] | 0% | 11% | u | 8% | 1% | 0% |

Nothing new here: an excerpt of the list.
| SMILES | EPAC1 antag | PTHR1 agonist | EPAC1 ag | aSyn yeast inh | FUS yeast rescue | EPAC2 antag | EPAC2 ag | TDP43 rescue |
| --- | --- | --- | --- | --- | --- | --- | --- | --- |
| CCCCCn1cnnc1SCC(=O)c1c(N)n(C2CC2)c(=O)[nH]c1=O | 7% | i | 6% | 1% | -12% | -4% | 1% | 19% |
| CCOc1ncccc1C(=O)OCC(=O)Nc1cccc(S(=O)(=O)N2CCCCCC2)c1 | u | -20% | 17% | 17% | x | -20% | 24% | 10% |

Next entries
| SMILES | EPAC1 antag | PTHR1 agonist | EPAC1 ag | aSyn yeast inh | FUS yeast rescue | EPAC2 antag | EPAC2 ag | TDP43 rescue |
| --- | --- | --- | --- | --- | --- | --- | --- | --- |
| O=C(CCNS(=O)(=O)c1ccc(Br)cc1)NCCc1ccc(Cl)cc1 | -16% | -21% | 5% | 4% | -1% | 7% | -3% | -2% |
| COc1ccc(C)cc1NC(=O)C(OC(=O)c1cnccn1)c1ccccc1 (centres undefined) | 2% | -7% | 6% | 4% | 23% | -2% | -1% | 16% |
| COc1ccc(C(=O)N/N=C/c2ccccn2)cc1OC | 2% | i | 13% | 2% | 5% | -1% | -3% | 13% |
| COc1ccc(-c2ccc(C(=O)Nc3ccc(NC(C)=O)cc3)c3occc23)c(C)c1 | -4% | -42%[inhibitor] | -8% | -6% | 4% | -9% | -7% | u |
| O=C(CSc1nnc(COc2ccc(Cl)cc2)o1)N1CCCCC1 | -5% | -74%[inhibitor] | 0% | 14% | -17% | -15% | 1% | u |
| CS(=O)(=O)N1CCN(c2ccc(C(=O)N3CCOCC3)cc2[N+](=O)[O-])CC1 | -12% | i | 6% | -4% | -1% | 6% | 7% | -9% |
| O=C1C=CC[C@H](/C=C/C[C@@H](O)C[C@H](O)CCc2ccccc2)O1 | -3% | -16% | -22% | u | -15% | 23% | 8% | 12% |
| CC(C1CC1)N(Cc1ccccc1)C(=S)Nc1ccccc1 (centres undefined) | -8% | -12% | 5% | -8% | 1% | -5% | 16% | -3% |
| CCCN1CCc2c(sc(NC(=O)C3CCN(S(=O)(=O)c4cccs4)CC3)c2C(N)=O)C1 | -6% | -87%[inhibitor] | -5% | -1% | 12% | -8% | 5% | -6% |
| CC(=O)NC(c1cccs1)c1cc(F)c2cccnc2c1O (centres undefined) | 9% | i | -2% | x | -9% | u | 5% | x |
| O=C1CN(S(=O)(=O)c2ccccc2)CCN1 | -3% | i | -4% | 9% | 10% | 8% | 0% | 14% |
| C=CCOc1ccc(C(c2c(C(=O)O)[nH]c3ccccc23)c2c(C(=O)O)[nH]c3ccccc23)cc1 | u | i | 0% | -1% | u | -18% | -10% | 9% |
| COc1ccccc1CN(CC(=O)NCc1ccco1)C(=O)CNS(=O)(=O)c1ccccc1 | 4% | i | 1% | -1% | -18% | 0% | 0% | 13% |
| CCN(CC)CCSc1nc2ccccc2n1Cc1ccccc1 | 25% | -51%[inhibitor] | 6% | 2% | -8% | 5% | 5% | -10% |
| Cc1ccc(OCCCN2C(=O)C(=O)c3cc(C)ccc32)cc1 | -18% | i | 0% | 2% | 1% | -15% | 11% | 24% |
| O=C(C1CCN(CCc2ccccc2)CC1)N1CCOCC1 | -2% | -19% | -1% | -5% | -5% | 15% | -1% | 13% |
| Cc1ccc(C)c(NC(=O)CS(=O)(=O)c2cccc3nsnc23)c1 | -20% | -73%[inhibitor] | -15% | 0% | 24% | 23% | 2% | -27% |
| Cc1cccc(Cc2nnc(CCC(=O)NCc3cnc4ccccn34)o2)c1 | 8% | i | 14% | -2% | -4% | 1% | 10% | 7% |
| COc1cc(CC(=O)OCC(=O)c2ccc[nH]2)cc(OC)c1OC | 0% | i | -3% | 3% | 4% | 4% | 0% | 11% |
| CCN(CC)C(=O)COc1ccc(/C(C)=N/NC(=O)c2ccccc2O)cc1 | -8% | -15% | -8% | -3% | 16% | 13% | -1% | -16%[0.397 µM] |
| CCOc1ccc(N=Nc2c(=O)[nH]n3c(C)cc(C)nc23)cc1 | -4% | i | -5% | -10% | -1% | -19% | 6% | 28% |
| C=CCOc1ccc(-c2nc3c(c(=O)[nH]c(=O)n3CCCC)n2C)cc1Br | 12% | -4% | 8% | -1% | 2% | 0% | 3% | -10% |
| OCc1ccc(-c2cncc3nccn23)cc1 | 8% | i | -4% | 2% | -18% | 18% | -8% | 15% |
| Cn1cc(S(=O)(=O)Oc2ccccc2)c(=O)n(C)c1=O | 10% | -28% | 9% | 1% | 6% | 11% | 8% | -8% |
| CC(CNS(=O)(=O)c1ccc2c(c1)CC(=O)N2C)c1ccccc1 (centres undefined) | -11% | -3% | 8% | -1% | 10%&36% | 1% | 10% | 1%&26% |
| COc1ccc(C(C)(C)C)cc1NC(=O)CCCN1C(=O)NC(C)(C)C1=O | -2% | 0% | -2% | -2% | x | 2% | -1% | 3% |
| COc1ccc(OC)c2[nH]c(=O)c(CCNC(=O)C(=O)c3c[nH]c4ccccc34)cc12 | u | -25% | -13% | 2% | -22% | -13%[57.1 µM] | 5% | 6% |
| O=C(Nc1nc2c(F)cccc2s1)c1ccc(S(=O)(=O)N2CCOCC2)cc1 | x | -32%[inhibitor] | x | 0% | -13% | x | x | 14% |
| Cc1nnc(SCc2ccccc2F)n1NCc1cccs1 | 6% | -4%[57.5 µM] | 0% | 0% | 12% | 11% | -6% | -20% |
